S1P4 antag – human S1P4 receptor antagonism; O95977; S1P4-expressing cells, antagonist mode, reporter read-out; inhibition, % at 4.98 µM; 220,000 tested, 0.26% active; AID 1510; in the data active means inhibition above about 29%;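 further: 0% = wells stimulated with agonist and 100% = vehicle wells without agonist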
Target sequence (O95977 whole entry, looked up): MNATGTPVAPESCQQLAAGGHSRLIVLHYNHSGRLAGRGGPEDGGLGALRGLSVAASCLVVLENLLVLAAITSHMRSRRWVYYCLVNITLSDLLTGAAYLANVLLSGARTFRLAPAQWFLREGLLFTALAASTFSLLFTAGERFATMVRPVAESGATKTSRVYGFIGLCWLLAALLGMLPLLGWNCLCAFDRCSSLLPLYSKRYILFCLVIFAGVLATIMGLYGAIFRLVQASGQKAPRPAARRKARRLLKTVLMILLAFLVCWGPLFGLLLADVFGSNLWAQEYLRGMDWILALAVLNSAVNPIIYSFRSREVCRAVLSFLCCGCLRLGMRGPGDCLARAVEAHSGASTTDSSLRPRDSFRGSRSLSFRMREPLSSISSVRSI
NPY1 pot ag – potentiators or agonists of human neuropeptide Y receptor Y1 | P25929 | 220,000 tested, 0.37% active | activation, % at 3.6 µM | NPY-Y1 expressing cells, potentiator/agonist activation; in the data active means activation above about 33%, passing the limit was not always enough;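 further: cells stimulated with NPY at EC10 then isoproterenol at EC100; 0% = low agonist plus stimulus and 100% = saturating agonist plus stimulus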
Target sequence (P25929 whole entry, looked up): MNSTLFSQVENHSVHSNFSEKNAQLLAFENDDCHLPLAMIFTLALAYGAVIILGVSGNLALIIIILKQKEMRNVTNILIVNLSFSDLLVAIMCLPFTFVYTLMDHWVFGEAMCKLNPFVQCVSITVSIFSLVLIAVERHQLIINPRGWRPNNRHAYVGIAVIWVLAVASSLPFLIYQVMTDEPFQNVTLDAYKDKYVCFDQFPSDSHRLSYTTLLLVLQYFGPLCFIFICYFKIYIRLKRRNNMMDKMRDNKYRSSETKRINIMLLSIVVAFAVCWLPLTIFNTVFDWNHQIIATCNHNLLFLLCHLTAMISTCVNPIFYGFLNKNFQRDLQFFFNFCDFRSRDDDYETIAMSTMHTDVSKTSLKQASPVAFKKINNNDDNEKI
NPY Y1 blocker – NPY-Y1 (human) receptor antagonism | 200,000 tested, 1% active | P25929 | HEK293-CNG Y1 cells, membrane potential fluorescence; NPY at EC95, then isoproterenol | inhibition, % at 3.6 µM;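 active means inhibition above the campaign mean inhibition of all tested compounds plus 3 SD, cut at about 20% in these data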;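 further: 0% = DMSO wells given NPY plus isoproterenol and 100% = isoproterenol alone without NPY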
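Material: HEK293 Y1/CNG channel cell line | Also added: NPY (25 nM), isoproterenol (1 µM), Ro 20-1724 (25 µM) | Compound: One concentration, 3.6 µM, in 0.4% DMSO | Schedule: 3 h dye uptake, 1 h room-temperature compound, 45 min post-isoproterenol | Signal: Membrane-potential fluorescent dye readout | Read-out: % inhibition of NPY effect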
Ba/F3 V617F tox – reduce viability of Ba/F3 cells dependent on JAK2V617F; Ba/F3 EpoR-JAK2V617F viability, ATP luminescence; inhibition, % at 5.6 µM; 220,000 tested, 1.1% active; AID 1446;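 active means inhibition above the campaign mean plus 3 SD over all tested compounds, cut at about 24% in these data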;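 further: cytokine-independent growth of Ba/F3 cells driven by EpoR plus mutant JAK2; 0% = DMSO-treated cells and 100% = JAK inhibitor I control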
S1P4 agonist – activates the human S1P4 receptor. O95977. S1P4-expressing cell line, agonist reporter assay. activation, % at 4.98 µM. 220,000 tested, 0.35% active; in the data active means activation above about 11%;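 further: 0% = DMSO vehicle and 100% = reference agonist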
NPY2 pot ag – potentiators or agonists of human neuropeptide Y receptor Y2. P49146. cells expressing NPY-Y2, potentiator/agonist read-out. activation, % at 3.6 µM. 220,000 tested, 0.45% active. AID 1359; in the data active means activation above about 27%;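 further: cells stimulated with NPY near EC25 plus isoproterenol at EC100; 0% = vehicle plus submaximal agonist and 100% = vehicle plus saturating agonist; some results beyond the cut were filed as inactive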
p47phox inh – inhibitors of human p47phox binding | P14598 | p47phox/p22phox peptide binding, fluorescence polarization, 2 h | inhibition, % at 24.7 µM | 220,000 tested, 0.53% active | AID 1274;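 active means inhibition above about 30%, limit read from the data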;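 further: 0% = p47phox with labelled peptide and 100% = labelled peptide alone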
CHOP inhibitor – inhibitors of CHOP induction in ER stress response | CHO-K1 CHOP-promoter luciferase, tunicamycin-induced, 15-18 h | inhibition, % at 10 µM | 220,000 tested, 3.8% active | AID 2732;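 active means compounds that reduced the stress-induced luciferase reporter signal by more than about 70% of percent inhibition, limit read from the data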;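 further: 0% = tunicamycin plus vehicle and 100% = wells without tunicamycin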
BaF3 parental – counter-screen for JAK2V617F inhibitors: parental Ba/F3 viability inhibitors; inhibition, % at 5.6 µM; CellTiter-Glo ATP luminescence; 220,000 tested, 1.1% active;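 active means inhibition above a per-campaign cutoff, the mean inhibition of all tested compounds plus 3 SD, cut at about 27% in these data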;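 further: 0% = DMSO wells and 100% = JAK Inhibitor I control wells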
Numbers without * were called inactive; . = no result given.

SMILES | S1P4 antag | NPY1 pot ag | NPY Y1 blocker | Ba/F3 V617F tox | S1P4 agonist | NPY2 pot ag | p47phox inh | CHOP inhibitor | BaF3 parental
CCCOc1ccc(C(O)(CCC)CCN2CCCCC2)cc1 (stereo not given) | -9 | 4 | 4 | 0 | -2.9 | -5 | 6 | -6 | 7
COc1ccc2c(COC(=O)CNC(=O)C34CC5CC(CC(C5)C3)C4)cc(=O)oc2c1 | 2 | -2 | 5 | -1 | -0.8 | -6 | -10 | 12 | 6
Cc1cccc(C)c1NC(=O)CSc1nnc(-c2ccncc2)n1Cc1ccco1 | 25 | 28 | -2 | 1 | -1.4 | -9 | -10 | -8 | 4
O=S1(=O)CCC(NS(=O)(=O)/C=C/c2ccccc2)C1 (stereo not given) | -27 | -5 | 1 | 1 | -0.4 | -10 | -15 | 51 | 5
COc1ccc(OC)c(NC(=O)Nc2ccccc2C)c1 | -5 | -3 | -4 | -2 | -0.5 | -3 | 1 | 38 | 0
O=C(COc1cccc(Cl)c1Cl)Nc1ccc2c(c1)CCC2 | -15 | -5 | 2 | -2 | -1.4 | 7 | -10 | 29 | 1
Cc1ccc(C)c(C(=O)CSc2n[nH]c(C)n2)c1 | 0 | 12 | -8 | -3 | 1.3 | 5 | -6 | -4 | 1
CCCCc1cc(=O)oc2c(CN3CCCC3)c(O)ccc12 | 9 | -9 | 8 | -4 | 2.2 | -2 | . | . | -1
CCCCc1c(C)nc2c(OC)cccc2c1SCC(=O)O | -8 | 6 | . | -2 | -1.0 | -20 | -4 | 15 | -8
O=C(NCC1CCCO1)c1csc(Nc2cccc3ccccc23)n1 (stereo not given) | -6 | -8 | 7 | 7 | -0.9 | -12 | 4 | 19 | 4
O=C1NC(=O)C2C1C(c1ccc([N+](=O)[O-])cc1)=NN2Cc1ccccc1 (stereo not given) | -13 | -13 | -3 | 6 | -0.4 | -12 | 15 | 5 | 11
O=C(Nc1cccc2ccccc12)N1CCN(Cc2ccccc2)CC1 | -2 | 2 | 0 | 4 | 0.6 | 6 | -17 | 4 | 8
CCc1cc(CC)c(/C=N/NC(N)=O)c(CC)c1 | -32 | -1 | 1 | -1 | 2.0 | -5 | -10 | 21 | 11
COc1cccc(CC2(CO)CCCN(Cc3cc4ccccc4[nH]3)C2)c1 (stereo not given) | -18 | 4 | 3 | -1 | -0.5 | -17 | -18 | 7 | 4
Cn1cccc1Cc1nnc(SCC(=O)NCc2ccccc2)n1-c1ccc(F)cc1 | -4 | -3 | 7 | -2 | -3.8 | -12 | -7 | 11 | 5
CC(C)CCNc1nc2c(cc1C#N)COC(C)(C)C2 | -11 | -9 | 0 | 0 | 1.0 | -14 | 5 | 45 | 5
NC(=O)c1ccc(Oc2ccc(C(N)=O)cc2)cc1 | -13 | 4 | . | -1 | 0.4 | -10 | -8 | 4 | -5
O=C(Nc1nnc(C(F)(F)F)s1)c1c(F)cccc1F | -3 | 19 | . | -1 | -0.3 | -10 | -13 | -8 | -1
OC(COc1ccc2ccccc2c1)CN1CCN(c2ccc(F)cc2)CC1 (stereo not given) | 2 | -12 | 8 | -4 | 1.9 | -7 | -8 | 87* | -2
Oc1ccccc1N=Cc1ccc[nH]1 | 5 | -8 | -2 | -1 | 0.7 | -8 | -3 | 9 | 5
CC1CCN(S(=O)(=O)c2ccc3c(c2)oc(=O)n3CC(=O)NCc2ccc3c(c2)OCO3)CC1 | -23 | 22 | -3 | -4 | -1.4 | 26 | -11 | 83* | 11
CC(C)Cc1nn2c(=O)cc(O)nc2s1 | -20 | 5 | 5 | 2 | 1.4 | -2 | -3 | 16 | 5
CCCCn1c(SCc2ccc(C(=O)OC)o2)nc2cc(S(N)(=O)=O)ccc21 | -2 | 5 | -2 | -2 | -1.0 | 11 | -32 | 34 | 1
O=C(Nc1ccc2c(c1)OCCO2)c1c(F)cccc1F | -6 | -1 | 6 | -5 | 0.2 | 5 | -7 | 22 | 4

Complete entries from above. Order of values: S1P4 antag	NPY1 pot ag	NPY Y1 blocker	Ba/F3 V617F tox	S1P4 agonist	NPY2 pot ag	p47phox inh	CHOP inhibitor	BaF3 parental
CCCCc1c(C)nc2c(OC)cccc2c1SCC(=O)O in the list: -8	6	.	-2	-1.0	-20	-4	15	-8
COc1ccc(OC)c(NC(=O)Nc2ccccc2C)c1 in the list: -5	-3	-4	-2	-0.5	-3	1	38	0
Cc1cccc(C)c1NC(=O)CSc1nnc(-c2ccncc2)n1Cc1ccco1 in the list: 25	28	-2	1	-1.4	-9	-10	-8	4
CCCCn1c(SCc2ccc(C(=O)OC)o2)nc2cc(S(N)(=O)=O)ccc21 in the list: -2	5	-2	-2	-1.0	11	-32	34	1
Cn1cccc1Cc1nnc(SCC(=O)NCc2ccccc2)n1-c1ccc(F)cc1 in the list: -4	-3	7	-2	-3.8	-12	-7	11	5

Continued:
SMILES | S1P4 antag | NPY1 pot ag | NPY Y1 blocker | Ba/F3 V617F tox | S1P4 agonist | NPY2 pot ag | p47phox inh | CHOP inhibitor | BaF3 parental
CCCSc1nnc(NC(=O)c2sc3nc(-c4cccs4)ccc3c2N)s1 | 9 | -2 | -2 | -3 | 1.5 | 5 | -58 | 17 | 3
O=C1CC(c2cccs2)CC2=C1C(c1ccccc1)n1ncnc1N2 (stereo not given) | -12 | 0 | 1 | 0 | 1.4 | -7 | 0 | -17 | 3
C#CCn1c(-c2ccccc2)ccc(C#N)c1=O | 20 | -37 | 6 | 0 | -0.4 | -11 | 0 | -13 | -3
COC(=O)N/N=C/c1cc(Cl)cc(Cl)c1OCc1ccccc1 | -9 | -9 | 0 | -2 | 1.9 | -3 | -6 | 74* | 4
COc1ccc(Cc2nnc(SCC(=O)NCC3CCCO3)o2)cc1 (stereo not given) | -6 | 4 | 0 | -3 | 1.7 | -13 | 2 | -8 | 2
O=C(O)CCS(=O)(=O)c1ccccc1Cl | 12 | 2 | 6 | 0 | 0.0 | -12 | -19 | 0 | 6
O=C(c1cc(COc2c(F)cccc2F)on1)N1CCC(c2ccncc2)CC1 | -10 | -11 | -7 | 5 | -2.8 | 36* | -4 | 57 | 9
CCOCCOc1nc2c(c(=O)n(C)c(=O)n2C)n1CCc1ccccc1 | -23 | -14 | 7 | -2 | 5.5 | 6 | 4 | 4 | 1
CCc1cccc(CC)c1NC(=O)CN1CC(C)SC1=NC1CCCCC1 (stereo not given) | -10 | 4 | 34* | -1 | -0.4 | 6 | -6 | 61 | 0
CC(/C=N\Nc1nnc2c(n1)[nH]c1c(C)cccc12)=C\c1ccco1 | -3 | -6 | -1 | 1 | -2.0 | -13 | 9 | 64 | 3
CCOC(=O)C1CCN(C(=O)Nc2ccc(Cl)cc2)CC1 | 3 | 16 | 5 | 2 | 1.1 | 19 | -7 | 0 | 2
Cn1c(=O)n(CC(=O)NCc2cccnc2)c2ccccc21 | -16 | -9 | 2 | -1 | 1.8 | 10 | -9 | -8 | -1

Compounds from the list above containing a furan ring, fused or not (3):
SMILES | S1P4 antag | NPY1 pot ag | NPY Y1 blocker | Ba/F3 V617F tox | S1P4 agonist | NPY2 pot ag | p47phox inh | CHOP inhibitor | BaF3 parental
Cc1cccc(C)c1NC(=O)CSc1nnc(-c2ccncc2)n1Cc1ccco1 | 25 | 28 | -2 | 1 | -1.4 | -9 | -10 | -8 | 4
CCCCn1c(SCc2ccc(C(=O)OC)o2)nc2cc(S(N)(=O)=O)ccc21 | -2 | 5 | -2 | -2 | -1.0 | 11 | -32 | 34 | 1
CC(/C=N\Nc1nnc2c(n1)[nH]c1c(C)cccc12)=C\c1ccco1 | -3 | -6 | -1 | 1 | -2.0 | -13 | 9 | 64 | 3

Carrying on:
SMILES | S1P4 antag | NPY1 pot ag | NPY Y1 blocker | Ba/F3 V617F tox | S1P4 agonist | NPY2 pot ag | p47phox inh | CHOP inhibitor | BaF3 parental
CCOC(=O)c1cnc2sccn2c1=O | -11 | -6 | 0 | -3 | 2.1 | -7 | -21 | 30 | 3
O=C(O)CNc1nc(Cl)ccc1[N+](=O)[O-] | -8 | -8 | 1 | 0 | 0.3 | 1 | 3 | -11 | 4
CCc1ccc(C(=O)CN2C(=O)NC(C)(c3ccc(C)cc3)C2=O)cc1 (stereo not given) | -13 | -3 | 5 | 0 | 1.4 | 3 | -11 | -5 | 1
O=C(Cn1cc2c(n1)CCCC2)NC1CCN(Cc2ccccc2)CC1 | -9 | 17 | 6 | -2 | -0.6 | 12 | -9 | 82* | 7
Cc1ccnc(NC(=O)CCC(=O)N(CC(=O)NCCc2ccccc2)Cc2cccs2)c1 | 0 | 22 | 0 | -1 | -0.6 | 7 | -4 | 27 | 4
CCCc1cc(C(=O)Cc2ccc(C(=O)OCC)o2)c(O)cc1O | 2 | 9 | 4 | -2 | -1.4 | 0 | -30 | 61 | 3
Cc1ccc(/C=C/C(=O)O)cc1S(=O)(=O)NCc1ccco1 | -13 | 3 | 8 | -2 | -0.4 | 7 | -3 | 17 | 5
O=C(Nc1nccs1)c1cc2sccc2n1Cc1ccc(F)cc1 | -2 | -27 | 3 | -2 | 0.4 | -2 | 4 | 28 | 9
Cc1cc(C)cc(Oc2coc3cc(OC(=O)c4cccnc4)ccc3c2=O)c1 | -2 | 15 | 3 | -4 | 9.2 | 9 | -110 | 25 | 1
N#CCCn1nc(-c2ccc([N+](=O)[O-])cc2)cc1Nc1ccccc1NC(=O)C(F)(F)F | -7 | 0 | -1 | -3 | -1.5 | 16 | -6 | -6 | 2
CCC(C)NC(=O)CSc1c2c(nc3ccccc13)CCCC2 (stereo not given) | 2 | 10 | -8 | -3 | -2.5 | 2 | 6 | -37 | -4
c1ccc(N2CCN(Cc3nnnn3C3CCCCC3)CC2)cc1 | 3 | -13 | 4 | -4 | 0.0 | 1 | -6 | -19 | 2
COc1ccc(S(=O)(=O)N2CCCN(CC(=O)Nc3ccc4c(c3)OCO4)CC2)cc1 | -3 | -10 | -8 | 7 | -3.3 | -1 | 14 | -2 | 6
COc1cc2c(cc1OC)C1C/C(=N\O)C(CC(C)C)CN1CC2 (stereo not given) | 2 | -16 | 7 | -2 | -0.8 | 4 | -70 | -9 | 0
COc1ccc(C2C(C(C)=O)=C(C)N=c3s/c(=C\c4cc(C)n(C)c4C)c(=O)n32)c(OC)c1 (stereo not given) | 14 | 25 | 1 | 2 | 0.1 | 20 | -58 | 26 | 1
COc1ccc(/C(O)=C/Sc2nnc(Cc3ccccc3)o2)cc1 | 5 | -31 | 4 | 0 | -2.8 | -24 | -6 | -8 | 6
CCOC(=O)N1CCN(Cc2nc(N)nc(Nc3ccc(C)cc3C)n2)CC1 | 0 | 2 | 2 | 3 | 3.8 | -13 | -3 | 7 | 4

Of the compounds above, two have a CF3 group.
SMILES | S1P4 antag | NPY1 pot ag | NPY Y1 blocker | Ba/F3 V617F tox | S1P4 agonist | NPY2 pot ag | p47phox inh | CHOP inhibitor | BaF3 parental
O=C(Nc1nnc(C(F)(F)F)s1)c1c(F)cccc1F | -3 | 19 | . | -1 | -0.3 | -10 | -13 | -8 | -1
N#CCCn1nc(-c2ccc([N+](=O)[O-])cc2)cc1Nc1ccccc1NC(=O)C(F)(F)F | -7 | 0 | -1 | -3 | -1.5 | 16 | -6 | -6 | 2

Screening results (PubChem BioAssay)

This is a random part of the collection (roughly 7.1% active in at least one column).
